Rad51 HR inh: blocks human Rad51 in homologous recombination | Q06609 | hRad51 DNA strand exchange, fluorescence dequenching | inhibition, % at 10 µM | 200,000 compounds, 0.085% hits;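 active means inhibition above 40% at the single screening dose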;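 further: 0% = DMSO control wells and 100% = blanks with heterologous ssDNA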
Target sequence (Q06609 whole entry, looked up): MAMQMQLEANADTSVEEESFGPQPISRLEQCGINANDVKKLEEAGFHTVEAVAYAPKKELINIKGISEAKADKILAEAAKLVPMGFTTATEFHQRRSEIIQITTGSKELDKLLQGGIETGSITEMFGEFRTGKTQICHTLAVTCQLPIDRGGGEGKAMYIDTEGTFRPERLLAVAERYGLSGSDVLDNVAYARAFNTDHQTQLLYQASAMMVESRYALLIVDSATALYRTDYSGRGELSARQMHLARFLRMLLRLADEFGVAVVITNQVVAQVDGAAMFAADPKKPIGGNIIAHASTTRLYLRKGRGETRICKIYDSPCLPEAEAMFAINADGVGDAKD
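Read-out basis: percent inhibition relative to plate controls and blanks / Assay system: human Rad51 nucleoprotein filaments preassembled on unlabelled ssDNA / Timing: filaments 15 min 37 °C, then compound 30 min / Control set: per-plate controls and blanks / Technique: fluorescence dequenching at 485/520 nm / Compound: 10 µM final, single point / Also added: Fluorescein- and BHQ1-tagged 47-mer duplex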
Furin inhibitor: blocks human furin protease activity; 220,000 compounds, 0.061% hits; AID 463115; purified furin, fluorogenic substrate cleavage; P09958; inhibition, % at 30 µM; in the data active means inhibition above about 25%; further: inactives centre near -15
NCF1 inh: blocks human p47phox regulatory protein of NADPH oxidases. 220,000 compounds, 0.53% hits. p47phox/p22phox peptide binding, fluorescence polarization, 2 h. inhibition, % at 24.7 µM;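 further: 0% = p47phox with labelled peptide and 100% = labelled peptide alone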
KCC2 mod: modulators of human KCC2 chloride dependent transport | Q9H2X9 | KCC2 cells, thallium flux FluoZin-2 fluorescence | B-score of Tl+ flux slope (higher = more flux/activation; lower = inhibition) at 10 µM | 190,000 compounds, 2.2% hits;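 active means thallium flux slope and its plate-corrected score both differing from the plate sample mean at a set confidence after two filtering rounds, in either direction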;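 further: slope of fluorescence scaled to starting intensity during 10 to 20 s after thallium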
EBV gp42 inh: blocks Epstein-Barr virus glycoprotein 42 binding | Fluorescence polarization binding assay, mP read-out | inhibition, % (tested at 21.74 µM) | Q1HVG2 | 220,000 compounds, 0.42% hits; in the data active means inhibition above about 50%
Target sequence (Q1HVG2 whole entry, looked up): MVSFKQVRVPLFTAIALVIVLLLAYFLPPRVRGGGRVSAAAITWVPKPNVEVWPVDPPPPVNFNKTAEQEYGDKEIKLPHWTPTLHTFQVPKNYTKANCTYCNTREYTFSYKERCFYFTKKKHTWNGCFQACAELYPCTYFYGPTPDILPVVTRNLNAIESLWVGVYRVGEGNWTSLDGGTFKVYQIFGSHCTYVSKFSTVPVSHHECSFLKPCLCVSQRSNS
Thrombin inh: inhibitors of human thrombin; inhibition, % at 5 µM; 220,000 compounds, 0.26% hits; alpha-thrombin, Boc-VPR-AMC fluorogenic substrate cleavage;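 active means inhibition at or above 40%; inactive means inhibition below 40%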;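 further: 0% = enzyme with no compound and 100% = wells without enzyme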
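Material: human alpha-thrombin protein. Incubation: reaction at ambient temperature. Technique: fluorescence of released AMC, ex 355 nm, em 460 nm. Control set: no-compound enzyme wells and no-enzyme blanks. Also added: Boc-VPR-AMC substrate, 15 µM final. Buffer or medium: pH 7.5 Tris (50 mM) with NaCl 150 mM, Tween 20 0.05%.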
14-3-3 Bad inh: disrupts binding of bovine 14-3-3 zeta to phospho-Bad peptide. 220,000 compounds, 0.71% hits. P63103. inhibition, % at 21.7 µM. TR-FRET 14-3-3zeta/Dy647-pBad peptide displacement, 1 h;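 active means inhibition above about 70%, limit read from the data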;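 further: 0% = full 14-3-3 plus peptide FRET controls and 100% = background without 14-3-3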
Target sequence (P63103 whole entry, looked up): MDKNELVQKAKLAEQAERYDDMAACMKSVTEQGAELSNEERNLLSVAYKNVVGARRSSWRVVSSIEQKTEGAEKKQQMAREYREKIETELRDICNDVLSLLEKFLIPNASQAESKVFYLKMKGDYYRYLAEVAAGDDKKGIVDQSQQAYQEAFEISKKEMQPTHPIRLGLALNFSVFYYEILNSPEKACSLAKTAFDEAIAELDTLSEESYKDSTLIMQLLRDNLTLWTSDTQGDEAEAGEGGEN
eIF4E 4G PPI: blocks eIF4E binding to eIF4G; P63073+Q04637; TR-FRET eIF4E-eIF4GI(517-606) binding, 2 h; inhibition, % at 21.7 µM; 220,000 compounds, 0.37% hits;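 further: 0% = full FRET control wells and 100% = background wells lacking eIF4GI fragment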
hK5 inh: blocks human kallikrein 5 protease activity; Q9Y337; recombinant hK5, fluorogenic AMC substrate cleavage; inhibition, % at 5 µM; 210,000 compounds, 0.59% hits;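 active means inhibition of 40% or more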;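 further: 0% = enzyme controls without compound and 100% = no-enzyme blanks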
Target sequence (Q9Y337 67-293 limits assumed): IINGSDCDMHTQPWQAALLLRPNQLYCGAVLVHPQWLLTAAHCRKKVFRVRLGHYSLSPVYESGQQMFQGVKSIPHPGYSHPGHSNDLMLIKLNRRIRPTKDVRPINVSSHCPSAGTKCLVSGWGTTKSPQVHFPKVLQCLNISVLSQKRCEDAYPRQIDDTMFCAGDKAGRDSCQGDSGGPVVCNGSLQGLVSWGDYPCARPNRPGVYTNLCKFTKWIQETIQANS
* marks the source's active call; other numbers are inactive results; . = not tested or not shown; [ ] = remark or other dose.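 How the source made its calls, unless noted: active means inhibition above about 30% (limit read from the data); inactive means the rest.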

Results follow in this order: Rad51 HR inh | Furin inhibitor | NCF1 inh | KCC2 mod | EBV gp42 inh | Thrombin inh | 14-3-3 Bad inh | eIF4E 4G PPI | hK5 inh
- COc1ccc(/C=C/C2=NNC(=O)CC2)cc1
 : 12 | -2 | -8 | . | -17 | -6 | -5 | 0 | 12
- CC(C)C(C(=O)Nc1nccs1)N1C(=O)c2ccccc2C1=O (stereo unspecified)
 : -1 | -17 | -9 | -0.68 | -10 | -4 | -2 | -1 | 2
- Cc1sc2nc(CN(Cc3cccs3)C(=O)NC3CCCCC3)[nH]c(=O)c2c1C
 : -3 | -10[20 µM] | -5 | -1.6 | 3 | -3 | 0[fluorescence artefact?] | -2[fluorescence artefact?] | -19
- O=C(O)c1ccc(N2CC3CC(C2)c2cccc(=O)n2C3)c(NC(=S)Nc2ccc(Br)cc2)c1 (stereo unspecified)
 : 4 | -27 | 13 | 0.66 | -15 | 9 | -9 | 1 | 0
- CC(=O)c1ccccc1Oc1nc(CN2CCOCC2)nc2scc(-c3cccs3)c12
 : 3 | -16 | -8 | 0.032 | 9 | -18 | -4[fluorescence artefact?] | -3 | -6
- CN(CC1COc2ccccc2O1)C(=O)c1ccc(N(C)C)cc1 (stereo unspecified)
 : 18 | -11 | -5 | -0.015 | -4 | -13 | -9 | 8 | -6
- O=C(c1cc2ccccc2o1)N1CCN=C1SCc1cccc(F)c1
 : 2 | -41 | 3 | -0.057 | -7 | 0 | 5 | -5 | -3
- Fc1cccc2sc(N3CCCCC3)nc12
 : 1 | -10 | -19 | . | -9 | 3 | 1 | 1 | -23
- Cc1noc(NS(=O)(=O)c2ccc(NC(=O)c3ccc(Br)o3)cc2)c1C
 : -9 | -27 | 4 | . | 2 | -1 | 66 | -1 | 0
- CCCCCCCCSc1nnc(CSc2nc3nc(C)cc(C)n3n2)o1
 : 6 | -19[20 µM] | -8 | . | 0 | -2 | -2 | -3 | 9
- Cc1csc(Sc2ccc(C(=O)OCC(=O)Nc3ccc(OC(F)(F)F)cc3)cc2[N+](=O)[O-])n1
 : 9 | -12 | -5 | 0.37 | -8 | -3 | -15 | 16[fluorescence artefact?] | 6
- NC(=O)CSc1nc2c(sc3ccccc32)c(=O)n1CCCN1CCOCC1
 : -3 | -3 | 1 | . | -8 | -5 | 12 | 8 | -15
- Cc1ccc(NC(=O)C2CCCN2C(=O)NC2CCCCC2)cc1C (stereo unspecified)
 : . | -12 | -4 | 0.03 | -2 | 9 | 0 | 1 | .
- Cc1ccc(CSc2nc3[nH]ncc3c(=O)[nH]2)cc1
 : -2 | -26 | -17 | 0.75 | -22 | -6 | -4 | -2 | -3
- COc1ccc(C2C3=C(CCCC3=O)Nc3nc(C(F)(F)F)nn32)cc1OC (stereo unspecified)
 : -6 | -23 | -13 | -0.25 | -35 | 3 | 1 | -2 | 2
- CCOC(=O)CNC(c1ccccc1)c1cc(Br)ccc1NC(C)=O (stereo unspecified)
 : -3 | -21 | 20 | . | -6 | -11 | -5 | 4 | -2
- Cc1c(NC(=O)CN2CCN(c3cccc(Cl)c3)CC2)c(=O)n(-c2ccccc2)n1C
 : 10 | 2 | 0 | -0.85 | -17 | 0 | -8 | 5 | -13
- CC(C)Cc1nc(N2CCOCC2)c(C#N)c2c1CCC2
 : -6 | -16 | -4 | . | -5 | 1 | 1 | 6 | 4
- COC(=O)c1c(C)[nH]c(C)c1-c1ccc(C)cc1
 : 0 | -25[20 µM] | -13 | -0.52 | -23 | 1 | 4 | -2 | -2
- O=C(NC1CCCC1)c1cc(-c2cccs2)on1
 : . | -14[20 µM] | 0 | -0.49 | -2 | -11 | 14 | 0 | -7
- CCCCNC(=O)CC(C(=O)N1CCc2ccccc21)n1ccnc1 (stereo unspecified)
 : -2 | -11[20 µM] | -7 | 0.86 | -24 | 2 | . | . | -2
- Cc1onc(-c2ccccc2Cl)c1C(=O)N1CCOC12CCCCC2
 : -58 | -14 | 3 | -1.2 | -9 | 4 | -17 | 4 | -10
- Clc1ccc(N2CCN(c3nc4nonc4nc3N3CCSCC3)CC2)nc1
 : 29 | -9 | -98 | -0.17 | -27 | 0 | -6 | -4 | -1
- O=C(CSc1ncn(-c2ccccc2)n1)N1CCN(c2ccccc2)CC1
 : 8 | -7[20 µM] | 1 | -1.4 | -1 | -1 | -13 | 4 | 2
- O=C(N/N=C/C=C/c1cccc([N+](=O)[O-])c1)c1ccncc1
 : . | 6 | -10 | 0.079 | -23 | -10 | -3 | -9 | 0
- Cc1ccnn1CCC(=O)N1CCCC(CCC(=O)NCc2ccccc2F)C1 (stereo unspecified)
 : -5 | -22 | 1 | 0.61 | -8 | -7 | -2 | 2 | 7
- O=C(Nc1nc2ccc(C(=O)N3CCCCC3)cc2s1)C1CCCCC1
 : 8 | -15 | 9 | 1 | 9 | -8 | -1 | -2 | 3
- CC(C)CC(/C(O)=C(\C#N)c1nc2ccccc2[nH]1)N1C(=O)c2ccccc2C1=O (stereo unspecified)
 : -2 | -14 | -8 | -1.1 | -7 | -2 | -6 | -3 | -16
- O=C(CSc1cccc2cccnc12)Nc1cccc(S(=O)(=O)N2CCOCC2)c1
 : . | -27 | -6 | 0.71 | -10 | -2 | -8 | 0 | -5
- COc1ccc(N)cc1S(=O)(=O)Nc1ccccc1Cl
 : 15 | 14 | -4 | 0.32 | -20 | 5 | 3 | 0 | 8

Limited to KCC2 mod, EBV gp42 inh and Rad51 HR inh, for 4 of the compounds above:
structure,KCC2 mod,EBV gp42 inh,Rad51 HR inh
CCCCNC(=O)CC(C(=O)N1CCc2ccccc21)n1ccnc1 (stereo unspecified),0.86,-24,-2
O=C(CSc1ncn(-c2ccccc2)n1)N1CCN(c2ccccc2)CC1,-1.4,-1,8
O=C(CSc1cccc2cccnc12)Nc1cccc(S(=O)(=O)N2CCOCC2)c1,0.71,-10,.
COc1ccc(N)cc1S(=O)(=O)Nc1ccccc1Cl,0.32,-20,15

Already shown: an excerpt of the list.
Results follow in this order: Rad51 HR inh | Furin inhibitor | NCF1 inh | KCC2 mod | EBV gp42 inh | Thrombin inh | 14-3-3 Bad inh | eIF4E 4G PPI | hK5 inh
- CCCCNC(=O)CC(C(=O)N1CCc2ccccc21)n1ccnc1 (stereo unspecified)
 : -2 | -11[20 µM] | -7 | 0.86 | -24 | 2 | . | . | -2
- Cc1onc(-c2ccccc2Cl)c1C(=O)N1CCOC12CCCCC2
 : -58 | -14 | 3 | -1.2 | -9 | 4 | -17 | 4 | -10
- Clc1ccc(N2CCN(c3nc4nonc4nc3N3CCSCC3)CC2)nc1
 : 29 | -9 | -98 | -0.17 | -27 | 0 | -6 | -4 | -1
- O=C(CSc1ncn(-c2ccccc2)n1)N1CCN(c2ccccc2)CC1
 : 8 | -7[20 µM] | 1 | -1.4 | -1 | -1 | -13 | 4 | 2

Other compounds
Results follow in this order: Rad51 HR inh | Furin inhibitor | NCF1 inh | KCC2 mod | EBV gp42 inh | Thrombin inh | 14-3-3 Bad inh | eIF4E 4G PPI | hK5 inh
- COCCNC(=O)CN1CCC(NC(=O)Nc2ccccc2)CC1
 : -4 | -29 | 0 | 1 | -17 | -1 | 6 | 1 | -3
- Cc1ccc(-c2cc3nc(-c4ccccc4)cc(N4CCC5(CC4)OCCO5)n3n2)cc1
 : -19 | -22[20 µM] | -92 | 1.8 | -42 | -2 | -24 | 0 | -25
- O=c1sc2ccccc2c(N2CCN(c3ccccc3)CC2)c1[N+](=O)[O-]
 : 6 | -20 | 3 | -0.96 | 0 | -6 | -4 | -1 | -1
- CCCC[n+]1ccn(C2=C([O-])c3ccccc3C(=O)/C2=N\S(=O)(=O)c2ccccc2)c1
 : 0 | -4[20 µM] | -21 | -2 | -1 | -1 | -13[fluorescence artefact?] | -13 | 5
- Cc1ccc(OCC(=O)N/N=C\c2cccs2)c([N+](=O)[O-])c1
 : . | 1 | -3 | -0.75 | -7 | -1 | 6 | -3[fluorescence artefact?] | -9
- CC(C)(C)NC(=O)C(c1ccncc1)N(Cc1cccs1)C(=O)c1csnn1 (stereo unspecified)
 : 19 | -28 | -20 | . | -23 | 0 | 0 | -4 | 0
- CN(C)c1ccc(S(=O)(=O)c2ccc(Cl)cc2)cc1
 : . | -19 | -9 | . | -22 | -2 | 5 | -9 | -9
- CCCCN1C(=S)NC[C@@H]1C(C)CC (stereo partly specified)
 : -1 | -25 | -8 | 0.069 | -8 | -2 | -5 | -3 | 1
- CCCCCn1cnc2sc(CC)cc2c1=O
 : 7 | -25 | -6 | -0.34 | -16 | 0 | 3 | 4[fluorescence artefact?] | -6
- CCOC(=O)C1(CCCc2ccccc2)CCN(C(=O)c2cc(C)nc(C)n2)CC1
 : 0 | -19 | -9 | -0.71 | -15 | -7 | -5 | 0 | 1
- CC(C)(C)NC(=O)c1cccc(NC(=O)CSc2ccccc2)c1
 : -8 | -21[20 µM] | -8 | -0.12 | -6 | 5 | -6 | 15 | 5
- Cc1cc2c(NC(=O)Nc3ccc(C(C)(C)C)cc3)cccc2nn1
 : 14 | -29 | -30 | -0.36 | -7 | -4 | -1 | 1 | 5
- COc1ccc(N2C(=S)NC(C)(C)CC2(C)c2ccc(OC(C)=O)cc2OC(C)=O)cc1 (stereo unspecified)
 : 2 | -15 | 19 | 0.65 | 2 | 6 | -5 | 0 | -5
- COc1ccc(C(=O)Nc2oc(-c3ccccc3)c(-c3ccccc3)c2C#N)cc1OC
 : 11 | -12 | -13 | . | -4 | -4 | -10 | -2 | -11
- OCCNCc1cc(Br)ccc1OCc1ccc(Cl)cc1
 : . | -22 | -10 | 0.0053 | -4 | -3 | -17[fluorescence artefact?] | -12[fluorescence artefact?] | -18
- COc1ccccc1NC(=S)N1CCN(Cc2ccc3c(c2)OCO3)CC1
 : 0 | 2 | 7 | 0.41 | 4 | 27 | 16 | -2 | 3
- COc1ccc(-c2nnc(NC(=O)c3ccc(F)cc3)o2)cc1
 : . | -25 | -8 | . | 2 | -3 | 5 | 6 | -186
- COc1cc(SSc2cc(OC)cc([N+](=O)[O-])c2N)c(N)c([N+](=O)[O-])c1
 : 15 | -10 | -24 | 0.25 | -28 | 4 | 8 | 16 | 4
- Cc1c(CNC(=O)c2cnn3c2NC(c2ccc(Br)cc2)CC3C(F)(F)F)cnn1C (stereo unspecified)
 : 0 | 14[20 µM] | -14 | . | -5 | -1 | -3 | 1 | -3
- O=C(NC1CCCCC1)c1c2c(nc3ccccc13)CCC2
 : -6 | -24 | 4 | 0.67 | 8 | -8 | -1 | 12 | -7
- Cc1ccc(C2(O)CN(c3ccccc3)C3=[N+]2CCS3)cc1 (stereo unspecified)
 : 6 | -26 | -6 | 0 | 4 | -5 | 0[fluorescence artefact?] | 5 | -1
- CCn1c(=O)[nH]c2cc(C(=O)N3CCN(c4ccccc4)CC3)ccc2c1=O
 : -8 | -29[20 µM] | 5 | 0.32 | -15 | 2 | -7 | 1 | -11
- O=c1[nH]n(-c2cccc(Cl)c2)c2ncccc12
 : -1 | 8[20 µM] | 2 | 0.27 | -12 | -3 | -9 | -5 | -1

Fetched by structure from the entries so far:
Results follow in this order: Rad51 HR inh | Furin inhibitor | NCF1 inh | KCC2 mod | EBV gp42 inh | Thrombin inh | 14-3-3 Bad inh | eIF4E 4G PPI | hK5 inh
- COc1ccccc1NC(=S)N1CCN(Cc2ccc3c(c2)OCO3)CC1
 : 0 | 2 | 7 | 0.41 | 4 | 27 | 16 | -2 | 3
- Cc1cc2c(NC(=O)Nc3ccc(C(C)(C)C)cc3)cccc2nn1
 : 14 | -29 | -30 | -0.36 | -7 | -4 | -1 | 1 | 5
